# Compound activity from PubChem.
# ABCG2 block – inhibitors of human ABCG2 transporter, ABCB1 counter-screen; Q9UNQ0; IgMXP3 cells, JC-1 efflux, flow cytometry; inhibition, % at 6.6 µM; actives 0.1% (n = 190,000);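 active = inhibition above 80%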;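 note: 0% = DMSO and 100% = nicardipine control wells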
#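 Test system: ABCG2 IgMXP3 and barcoded ABCB1 CCRF-Adr cell mix; Schedule: cells with compound and JC-1, 10 min at 25 °C, rotating, no wash; Technique: flow cytometry of retained JC-1 fluorescence; Measure: % inhibition of efflux relative to nicardipine and DMSO; Controls: nicardipine high and DMSO low controls.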
# HRas wt GTP bind – changes GTP binding to wildtype human HRas | actives 0.14% (n = 190,000) | GST-Ras wt beads, Bodipy-FL-GTP binding, flow cytometry; actives lie on both sides | GTP binding activity, % at 10 µM;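 active = GTP binding activity at least 20% away from the 100% baseline, either lowered as inhibitor or raised as activator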;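 note: 0% = unlabeled GTP competition control and 100% = no-compound control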
# Target sequence (P01112 whole entry, looked up): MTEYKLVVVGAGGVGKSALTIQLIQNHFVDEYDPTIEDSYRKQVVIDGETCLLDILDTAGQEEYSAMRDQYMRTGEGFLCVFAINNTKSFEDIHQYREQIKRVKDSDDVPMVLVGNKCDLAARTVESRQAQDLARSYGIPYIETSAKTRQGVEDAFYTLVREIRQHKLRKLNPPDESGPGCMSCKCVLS
# Mcl1-Noxa inh – Mcl-1/Noxa interaction inhibition; inhibition, % at 21.7 µM; Q07820; TR-FRET Mcl-1/Noxa peptide binding, 2 h; actives 1.5% (n = 220,000);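 active = compounds that cut the protein-peptide binding signal by more than 50% relative to plate controls in a single-dose test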;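 note: His-tagged Mcl-1 with rhodamine Noxa BH3 peptide and terbium anti-His antibody; 0% = Mcl-1 plus Noxa peptide wells and 100% = peptide-only wells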
# Target sequence (Q07820 whole entry, looked up): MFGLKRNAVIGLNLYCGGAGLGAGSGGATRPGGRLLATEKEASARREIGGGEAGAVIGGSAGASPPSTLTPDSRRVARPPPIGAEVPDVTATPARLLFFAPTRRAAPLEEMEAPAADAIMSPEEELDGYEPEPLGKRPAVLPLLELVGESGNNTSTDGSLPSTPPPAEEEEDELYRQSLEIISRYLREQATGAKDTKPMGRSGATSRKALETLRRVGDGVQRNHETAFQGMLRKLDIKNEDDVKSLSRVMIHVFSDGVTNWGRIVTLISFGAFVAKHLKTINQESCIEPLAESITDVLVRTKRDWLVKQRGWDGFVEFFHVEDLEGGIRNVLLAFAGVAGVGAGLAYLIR
# Avidin fluor – avidin bead compound fluorescence profile. fluorescence (KMESF) at 10 µM. Avidin beads, compound fluorescence 488/530 nm, flow cytometry; stronger effect = higher value. actives 0.38% (n = 220,000); in the data active = fluorescence above about 47; note: inactives centre near 10
# Rab2A wt mod – changes GTP binding to wildtype dog Rab2A, up or down | actives 0.19% (n = 190,000) | GST-Rab2 wt beads, Bodipy-GTP binding, flow cytometry | P61105 | AID 760 | GTP binding activity, % at 10 µM;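 active = GTP binding activity at least 20 points away from 100%, either lowered or raised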;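 note: 0% = beads with excess unlabeled GTP and 100% = no-compound control corrected for plate trend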
# Pf gamet viab – inhibitors of late stage P. falciparum gametocyte viability | P. falciparum stage V gametocytes, ATP luminescence, 24 h | inhibition, % at 10.9 µM | actives 0.065% (n = 150,000);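 active = inhibition above the mean plus 3 SD of compounds within the control limits, set per campaign, cut at about 38% in these data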;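 note: 0% = DMSO wells and 100% = medium only without gametocytes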
# Rab7 wt GTP bind – dog Rab7 wildtype GTP binding, inhibitors and activators; GST-Rab7 beads, fluorescent GTP binding, flow cytometry; actives lie on both sides; untreated = 100%, excess cold GTP = 0%; GTP binding activity (percent of control), % at 10 µM; actives 0.055% (n = 190,000);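 active = fluorescent GTP binding to Rab7 beads changed by at least 20 points from the 100% baseline, either direction, mostly lower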;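 note: median green fluorescence of bound Bodipy-FL-GTP per Rab7 bead population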
# Rac1 act GTP bind – alters GTP binding to activated mutant human Rac1. P63000. actives 0.11% (n = 190,000). percent activity (GTP binding), % at 10 µM. GST-Rac1 activated beads, fluorescent GTP binding, flow cytometry; actives lie on both sides; 100% means binding = to untreated wells;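 active = GTP binding at least 20 percentage points away from the 100% baseline, in either direction, so actives lie on both sides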
# ABCB1 inh – blocks JC-1 efflux by human ABCB1 transporter; P08183; AID 1326; CCRF-Adr cells, flow cytometry; inhibition, % at 6.6 µM; actives 0.067% (n = 190,000); in the data active = inhibition above about 40%;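 note: 0% = vehicle and 100% = reference inhibitor; higher value means more JC-1 retained so stronger ABCB1 efflux block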
# Cdc42 wt – changes GTP binding to wildtype human Cdc42; AID 761; actives 0.2% (n = 190,000); percent activity (GTP binding), % at 10 µM; GST-Cdc42 beads, Bodipy-GTP binding, flow cytometry; actives lie on both sides;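 active = percent activity GTP binding at least 20 points away from the 100% baseline, either down as inhibitor or up as activator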;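 note: median bead fluorescence of bound Bodipy-FL-GTP at 100 nM; 0% = excess unlabeled GTP control and 100% = no compound control; below 100% means less GTP binding so inhibitor and above means activator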
# Target sequence (P60953 whole entry, looked up): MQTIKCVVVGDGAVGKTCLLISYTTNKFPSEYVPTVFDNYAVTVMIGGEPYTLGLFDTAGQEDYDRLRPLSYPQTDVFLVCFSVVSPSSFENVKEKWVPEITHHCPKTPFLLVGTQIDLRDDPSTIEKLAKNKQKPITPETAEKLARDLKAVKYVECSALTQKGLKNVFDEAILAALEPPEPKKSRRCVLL
# Rac1 wt modul – alters GTP binding to wildtype human Rac1; GTP binding activity (% of control), % at 10 µM; AID 757; actives 0.27% (n = 190,000); P63000; GST-Rac1 beads, fluorescent GTP binding, flow cytometry; actives lie on both sides; 0 = cold GTP competed, 100 = untreated;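 active = GTP binding activity at least 20 points away from the 100% control level, either lower or higher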
# * = called active by the depositor; · = not tested or not shown.
# The line under a structure holds: ABCG2 block	HRas wt GTP bind	Mcl1-Noxa inh	Avidin fluor	Rab2A wt mod	Pf gamet viab	Rab7 wt GTP bind	Rac1 act GTP bind	ABCB1 inh	Cdc42 wt	Rac1 wt modul
> Cc1ccc(NC(=O)Cn2cc(S(=O)(=O)c3ccc(F)cc3)c(=O)c3cc(F)ccc32)cc1
    -1	98	-43	5	99	·	94	98	0.1	97	99
> COC(=O)CCc1c(C)c(C(=O)c2cc(F)c(F)c(F)c2F)c2ccccn12
    16	96	4	10	98	·	103	96	0.1	97	98
> CC(C)OCC(O)Cn1c(N2CCCC2)nc2c1c(=O)[nH]c(=O)n2C (stereo unspecified)
    6	99	11	12	101	·	100	97	1.0	100	101
> Cn1cc(CN2CCCCC2c2ccccn2)c(-c2ccc3c(c2)OCCO3)n1 (stereo unspecified)
    0	96	-7	12	96	-16	93	97	-0.1	97	100
> COc1ccc(-n2ncc(S(=O)(=O)c3ccccc3)c2-c2ccc(Cl)cc2)cc1
    1	98	0	7	99	-10	98	97	0.7	96	99
> Cc1cccc(-n2c(SCc3cc(=O)n4ccsc4n3)nc3ccccc3c2=O)c1
    21	98	-12	10	103	18	102	98	26	98	103
> Cc1ccnc(SCc2cc(=O)c(OC(=O)c3ccc(S(=O)(=O)N(C)C)cc3)co2)n1
    0	98	15	13	98	21	97	96	0.5	100	101
> CCOc1ccc(C(=O)NC(=S)Nc2ccccc2N2CCCCC2)cc1[N+](=O)[O-]
    5	100	3	14	100	10	102	98	·	101	103
> CC(=O)N1CCn2c3c(c4cc(C)ccc42)CCCC31 (stereo unspecified)
    0	93	16	8	94	-10	89	94	0.4	95	96
> Cc1ccc(N2C(=O)NC(C(F)(F)F)(C(F)(F)F)C3=C2CC(C)(C)CC3=O)cc1
    7	100	-8	14	99	5	104	99	0.5	96	101
> Cc1cccc(NC(=O)/C(C#N)=C\c2cc(C)n(-c3ccc(C(=O)O)cc3)c2C)c1
    8	99	-2	9	101	15	106	95	0.5	97	100
> O=C1CCC(C(=O)OC(C(=O)c2c[nH]c3ccccc23)c2ccccc2)=NN1 (stereo unspecified)
    9	101	15	1	100	1	98	102	0.6	99	102
> CC(=O)NC1CC2CCCC(C1)N2C(=O)Nc1ccc(Cl)c(C(F)(F)F)c1 (stereo unspecified)
    2	103	5	11	102	·	99	99	0.3	101	102
> CCNC(=S)N(Cc1c(C)noc1C)c1ccccc1
    12	100	-4	7	103	4	96	103	0.3	102	102
> Cc1nc(Nc2ccc3c(c2)OCO3)c2oc3ccccc3c2n1
    7	97	30	21	97	·	100	93	1.5	95	94

# Copied from the list.
# Result of `CC(=O)N1CCn2c3c(c4cc(C)ccc42)CCCC31` (stereo unspecified) under Avidin fluor: 8
# Result of `COc1ccc(-n2ncc(S(=O)(=O)c3ccccc3)c2-c2ccc(Cl)cc2)cc1` under Rab7 wt GTP bind: 98
# Result of `O=C1CCC(C(=O)OC(C(=O)c2c[nH]c3ccccc23)c2ccccc2)=NN1` (stereo unspecified) under Rac1 act GTP bind: 102

# Structural class, those above with two or more sulfur atoms.
# The line under a structure holds: ABCG2 block	HRas wt GTP bind	Mcl1-Noxa inh	Avidin fluor	Rab2A wt mod	Pf gamet viab	Rab7 wt GTP bind	Rac1 act GTP bind	ABCB1 inh	Cdc42 wt	Rac1 wt modul
> Cc1cccc(-n2c(SCc3cc(=O)n4ccsc4n3)nc3ccccc3c2=O)c1
    21	98	-12	10	103	18	102	98	26	98	103
> Cc1ccnc(SCc2cc(=O)c(OC(=O)c3ccc(S(=O)(=O)N(C)C)cc3)co2)n1
    0	98	15	13	98	21	97	96	0.5	100	101

# (list continues)
# The line under a structure holds: ABCG2 block	HRas wt GTP bind	Mcl1-Noxa inh	Avidin fluor	Rab2A wt mod	Pf gamet viab	Rab7 wt GTP bind	Rac1 act GTP bind	ABCB1 inh	Cdc42 wt	Rac1 wt modul
> CCN(C(=O)c1coc(=O)c(Br)c1)c1ccc2c(c1)OCO2
    1	95	25	33	94	·	96	94	0.2	94	96
> COCCCNC(=O)c1ccc(CN2CCc3ccccc3C2)cc1
    2	95	-3	11	97	-22	96	94	0.3	100	96
> O=C1CCC(C(=O)Nc2ccc(OC(F)F)cc2)N1 (stereo unspecified)
    3	103	18	11	104	-1	102	98	0.7	103	105
> CCn1c(C(=O)N2CCc3ccccc3C2)cc2sccc21
    2	94	13	6	96	·	95	95	0.6	94	93
> Cc1ccc(NC(=O)c2cccs2)cc1NC(=O)c1cccnc1
    3	104	20	11	104	7	104	98	0.9	99	102
> Cc1cc(CN2CCN(CCC#N)CC2)c(O)c(C2(C)CCCCC2)c1
    2	104	-15	14	103	·	102	99	1.5	101	107
> Cc1nc(NC(=O)CSc2nc3cccnc3n2C2CCCCC2)sc1C
    1	103	-22	36	102	-3	100	100	0.4	105	102
> Cc1csc(NC(=O)CCCSc2nc3ccccc3s2)n1
    5	98	12	6	97	21	98	96	0.1	100	99
> CC1CCN(C(=O)CSc2nncn2C)CC1
    12	100	11	11	99	·	103	98	2.0	101	100
> Cc1ccc(Cl)cc1N1CCN(C(=O)COc2ccc(S(=O)(=O)NC(C)C)cc2)CC1
    4	98	22	6	98	·	99	98	0.7	98	103
> COc1c(F)c(F)c(C(=O)O)c(Nc2cc(C)cc(C)c2)c1F
    1	92	14	19	94	-29	94	93	0.5	94	94
> Cc1c(Cl)cccc1NC(=S)N(Cc1cccnc1)Cc1ccccc1Cl
    0	95	12	11	94	·	97	96	0.0	96	98
> CCN1C(=O)c2ccc(C(=O)NCc3ccccc3)cc2C1=O
    4	100	-2	8	100	-8	99	98	-0.1	99	99
> CC1=NN(c2ccc(C)cc2C)C(=O)C1C(c1ccccc1O)C1C(=O)N(c2ccc(C)cc2C)N=C1C (stereo unspecified)
    0	97	15	3	94	·	99	93	1.9	91	97
> COc1ccc(C(C(=O)NC2CCCC2)N(C(=O)c2snc(-c3ccc(F)cc3)c2N)c2ccc(OC)cc2)cc1 (stereo unspecified)
    2	102	-81	12	102	2	97	105	2.3	105	105

# Quoted from the entries so far for reference:
# The line under a structure holds: ABCG2 block	HRas wt GTP bind	Mcl1-Noxa inh	Avidin fluor	Rab2A wt mod	Pf gamet viab	Rab7 wt GTP bind	Rac1 act GTP bind	ABCB1 inh	Cdc42 wt	Rac1 wt modul
> CCN(C(=O)c1coc(=O)c(Br)c1)c1ccc2c(c1)OCO2
    1	95	25	33	94	·	96	94	0.2	94	96
> COCCCNC(=O)c1ccc(CN2CCc3ccccc3C2)cc1
    2	95	-3	11	97	-22	96	94	0.3	100	96
> O=C1CCC(C(=O)Nc2ccc(OC(F)F)cc2)N1 (stereo unspecified)
    3	103	18	11	104	-1	102	98	0.7	103	105
> CCn1c(C(=O)N2CCc3ccccc3C2)cc2sccc21
    2	94	13	6	96	·	95	95	0.6	94	93

# Whole records from above. Order of screens: ABCG2 block	HRas wt GTP bind	Mcl1-Noxa inh	Avidin fluor	Rab2A wt mod	Pf gamet viab	Rab7 wt GTP bind	Rac1 act GTP bind	ABCB1 inh	Cdc42 wt	Rac1 wt modul
# `CCn1c(C(=O)N2CCc3ccccc3C2)cc2sccc21` across the screens: 2	94	13	6	96	·	95	95	0.6	94	93
# `COCCCNC(=O)c1ccc(CN2CCc3ccccc3C2)cc1` across the screens: 2	95	-3	11	97	-22	96	94	0.3	100	96

# Next section:
# The line under a structure holds: ABCG2 block	HRas wt GTP bind	Mcl1-Noxa inh	Avidin fluor	Rab2A wt mod	Pf gamet viab	Rab7 wt GTP bind	Rac1 act GTP bind	ABCB1 inh	Cdc42 wt	Rac1 wt modul
> CCCc1cc(C(=O)NC2CCCCC2)no1
    -3	102	-17	8	103	·	103	97	-1.5	101	101
> COCCCn1c(SCC(=O)NCc2ccccc2)nc2ccccc2c1=O
    16	104	11	6	100	-26	103	100	1.7	102	107
> CCS(=O)(=O)N1CCN(c2nc(-c3ccccc3)cs2)CC1
    10	101	8	13	102	·	98	101	0.0	101	106
> O=C(CN(CCc1ccccc1)S(=O)(=O)c1ccc(Br)cc1)N/N=C/c1ccccc1C(=O)O
    -2	92	-5	10	92	-17	100	89	-0.4	91	91
> c1ccc(Cc2nnc3sc(-c4ccccn4)nn23)cc1
    3	95	7	13	96	18	94	93	0.3	97	97
> CC(=O)C(Cc1cnc(Cl)s1)(Cc1cnc(Cl)s1)C(C)=O
    2	99	7	13	95	-7	94	97	0.7	101	98
> CCOC(=O)C1=C(C(F)(F)F)Nc2ncnn2C1c1ccc(OC)c(OC)c1OC (stereo unspecified)
    9	102	10	10	102	·	101	102	0.9	104	108
> CC(=O)CC1(O)C(=O)N(Cc2ccccc2)c2ccccc21 (stereo unspecified)
    7	100	-2	20	100	1	99	98	0.6	99	98
> O=C(Nc1ccccn1)c1ccc(CN(c2ccccc2)S(=O)(=O)c2ccccc2)cc1
    2	97	-2	9	97	-3	97	97	1.3	95	100
> CCOCCCn1c(SC(C(=O)Nc2cc(C)ccc2C)c2ccccc2)nnc1-c1ccc(Cl)cc1 (stereo unspecified)
    1	98	-5	5	96	·	95	102	0.8	96	103
> N=C1C(c2nc3ccccc3s2)=C(O)CN1NC(=O)c1ccccc1[N+](=O)[O-]
    1	101	6	7	98	8	102	98	-0.2	96	101
> CC1=C([N+](=O)[O-])C(c2ccccc2)C2=C(N1)c1ccccc1C2=O (stereo unspecified)
    1	101	41	31	99	13	98	99	0.0	102	106
> N#CC1(NC(=O)CN2CCc3ccccc3C2)CCCC1
    1	97	-7	7	96	16	96	95	0.0	98	101
> COc1ccc2nc(NC(=O)Nc3cccc4ccccc34)sc2c1
    -2	96	75*	23	97	·	105	95	-0.5	96	95
> O=C(O)C1=C[C@H](c2ccc(Br)cc2)C[C@H](OCc2ccc(CO)cc2)O1
    1	78*	-16	14	74*	-24	94	69*	0.1	71*	75*
> O=C(Nc1c2c(nn1-c1ccc(F)cc1)CS(=O)C2)c1ccc(S(=O)(=O)N2CCOCC2)cc1 (stereo unspecified)
    4	98	1	24	97	-12	102	98	3.1	98	99
> Cc1cccc(C(=O)NCCN2CCOCC2)c1[N+](=O)[O-]
    3	100	12	14	97	-8	102	97	1.2	100	106
> CSCCC(NC(=O)c1ccco1)C(=O)OCc1cc([N+](=O)[O-])cc2c1OCOC2 (stereo unspecified)
    2	98	2	21	97	-16	105	92	0.7	93	93
> COC(=O)c1ccc(COc2ccc3c(C)c(C)c(=O)oc3c2)o1
    4	101	13	8	99	·	102	99	0.6	100	106

# Compounds as they come, and some 2.3% of all compounds hit somewhere here.
